ERK EGF inh – EGF-driven ERK pathway inhibition; HEK293-V1b, EGF-stimulated phospho-ERK AlphaScreen; Potency, µM (top dose mostly 11.5 µM), without a hit: at the highest dose activity change, negative = inhibition, actives largely listed as inhibitors; 130,000 compounds, 0.41% hits; AID 1454; active = well fitted inhibition curve with a large enough effect; inconclusive = small, poorly fitted or top-dose-only effect, or effect the other way;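 also: plate controls were stimulated vehicle wells for no effect and unstimulated vehicle basal for full effect; nearly all actives have a fitted effect of over 55% in size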
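EGF-stimulated (25 nM, 5 min) phospho-ERK in HEK293 cells stably expressing V1b, cells pretreated 30 min with compound at 37C. Homogeneous AlphaScreen read on lysates.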
An asterisk follows results filed as active; ? = inconclusive; [ ] = remark or other dose. Potency is read from the fitted curve at half-maximal effect. The list is partial. The share of hits here may be higher or lower than overall.

ERK EGF inh | SMILES
-3% | Cc1ccc([N+](=O)[O-])cc1NC(=O)C(C)NS(=O)(=O)c1ccc(F)cc1 (stereo unspecified)
? | CN1CCN(C(=O)c2cc(COc3c(F)cccc3F)on2)CC1c1ccccc1 (stereo unspecified)
1% | O=C(c1cccc(F)c1)N1CCC2(CC1)CCN(c1ncccn1)CC2
-3% | Cc1ccc2sc(C)[n+](CCCS(=O)(=O)[O-])c2c1
7% | Cn1ncc(Br)c1C(=O)NC1C2CC3CC(C2)CC1C3 (stereo unspecified)
1% | O=C(NC1CC1)c1ccc2c3c(cccc13)CC2
1% | CCCC(C)NC(=O)CSc1nc(-c2ccccc2)cn1N (stereo unspecified)
7%[57.5 µM] | COc1ccc(-c2noc(CN(Cc3nccn3C)C(C)C)n2)cc1
-10% | COc1ccc(-c2csc(NC(=O)c3ccc(S(C)(=O)=O)cc3)n2)cc1
43% | COc1ccccc1CCNC(=O)CSc1nnc2ccc(-c3ccncc3)nn12
-5% | CCn1nc(C(=O)OCC(=O)Nc2nc(-c3ccc(OC)cc3)cs2)c2ccccc2c1=O
? | O=C(CSc1ncnc2nc[nH]c12)c1ccc2ccccc2c1
6%[57.5 µM] | NNC(=S)NC1CCS(=O)(=O)C1 (stereo unspecified)
? | CCCCCc1cc(=O)oc2c(C(CCN3CCCCC3)c3ccc4c(c3)OCO4)c(OC)cc(OC)c12 (stereo unspecified)
-3%[57.5 µM] | CC1(C)Cc2c(sc3nc4n(-c5ccccc5)cnn4c(=O)c23)CO1
-2% | COc1cc2nc3occc3c(OC)c2cc1OC
-6% | Cc1cccc(NC(=O)Cn2nnc(C(=O)NCc3ccco3)c2N)c1
2% | O=C(CSc1ncn[nH]1)c1cccc([N+](=O)[O-])c1
8% | CC(=O)Nc1ccc2c(CSc3nnc(-c4cccnc4)n3-c3ccc(C)cc3C)cc(=O)oc2c1
3% | COCCNc1c(-c2ccc(O)cc2)nc2ccc(Cl)cn12
-3%[57.5 µM] | CCCCOc1ccc(-c2ncc([N+](=O)[O-])cn2)cc1
-4%[57.5 µM] | COc1ccc2cc(CCC(C)=O)ccc2c1
-2% | CC(=O)Nc1ccc(Nc2ccc3nonc3c2[N+](=O)[O-])cc1
-2% | COc1ccc(N2CCN(C(=O)Cn3c(=O)[nH]c4ccccc4c3=O)CC2)cc1
8%[57.5 µM] | O=C(O)c1ccc(OCC(O)Cn2c3ccccc3c3ccccc32)cc1 (stereo unspecified)
1% | CCCOc1ccc(C(=O)NCC(C)(C)N2CCOCC2)cc1
3% | C=CCNC(=S)NCC1COc2ccccc2O1 (stereo unspecified)
-1%[57.5 µM] | COC(CNc1ccc([N+](=O)[O-])c(NCC(OC)OC)c1C#N)OC
-2% | O=C(CSc1ncccn1)N1CCC(Cc2ccccc2)CC1
4% | Cc1cc(C)nc(SCCC(=O)Nc2ccc(F)cc2)n1
0% | CC(C(=O)Nc1ccccc1C(=O)N1CCOCC1)N(c1ccccc1)S(C)(=O)=O (stereo unspecified)
4% | Cc1nc2ccc(NC(=O)c3ccc(Cl)c([N+](=O)[O-])c3)cc2s1
10% | Cc1cccc(N2CCN(C(=O)N3CCOCC3)CC2)c1C
1%[57.5 µM] | O=C(/C=C/c1cn(CC(O)CN2CCCCC2)c2ccccc12)c1ccccc1 (stereo unspecified)
-3% | COc1ccccc1C(=O)NNC(=O)c1cccc(Cl)c1
-7% | CSc1nc2sc3c(c2c(=O)[nH]1)CCc1ccccc1-3
? | N[C@@H]1CONC1=O
7% | O=C(CN1CCNC(=O)C1)NCCc1ccc(Cl)cc1Cl
4%[57.5 µM] | O=C(Nc1ccc(Cl)cc1)[C@@H]1[C@@H]2C(=O)N(c3cccc(F)c3)C(=O)[C@@H]2[C@H]2C=CC=NN21
6% | Cc1nc(N)[nH]c(=O)c1CCC(=O)OCC(C)C
-33%[57.5 µM] | COc1ccccc1-[n+]1c(C)cc(/C=C2\Sc3ccccc3N2C)cc1C
29%[57.5 µM] | COc1cc(NC(=O)c2ccc(OC)c([N+](=O)[O-])c2)ccc1NC(=O)c1ccco1
-7% | COCCn1c(=NC(=O)CSCC(=O)Nc2cc(C)on2)sc2cc(C(=O)OC)ccc21
0%[57.5 µM] | Nn1c(-c2ccc(O)cc2)nnc1-c1ccc(O)cc1
20%[57.5 µM] | O=C(NCC1CCN(S(=O)(=O)c2ccccc2)CC1)Nc1ccccc1
11% | O=C(CNC(=O)c1cccc(OC(F)F)c1)OCc1cc(=O)n2cc(Br)ccc2n1
-5% | CCOc1cc(N2CCOCC2)c(OCC)cc1NC(=O)C1=NN(c2cccc(C)c2)C(=O)CC1
1%[57.5 µM] | Cc1ccc(S(=O)(=O)n2cc(C=O)c3ccccc32)cc1
-5% | O=c1[nH]cc(S(=O)(=O)c2ccccc2)[nH]1
-22% | CCCC(=O)C1=C(N2CCCCC2)CC(C)(C)C(C(=O)OC)C1=O (stereo unspecified)

Following part:
ERK EGF inh | SMILES
8%[57.5 µM] | Cc1ccc(S(=O)(=O)N2CCN(C(=O)CSc3nccn3C)CC2)cc1
5% | CCCCn1c(CNC(=O)c2cccs2)nc2ccccc21
5% | Cc1ccc(CN2CCN(CC(=O)N=Nc3c(O)[nH]c4ccccc34)CC2)cc1
-2% | CC(=O)NN1C(=O)/C(=C\c2ccc(Br)o2)SC1=S
-3% | CSc1ccc(/C=N/NC(=O)c2ccccc2Cl)cc1
4% | CS(=O)(=O)N1CCC2(CCCN(C(=O)Nc3cccc(C#N)c3)C2)CC1
? | CC(C)=CCc1c(O)c(CC=C(C)C)c2occ(-c3ccc(O)cc3)c(=O)c2c1O
-4% | CC(C)c1nc(C#N)c(N2CCOCC2)o1
-10% | O=C(Cn1ccc([N+](=O)[O-])n1)N1CCc2ccccc21
42% | CCNc1ccc(C(=O)OCC(=O)NCCN2C(=O)CSC2=O)cc1[N+](=O)[O-]

Structural class: those above containing a cyano group (3)
ERK EGF inh | SMILES
-1%[57.5 µM] | COC(CNc1ccc([N+](=O)[O-])c(NCC(OC)OC)c1C#N)OC
4% | CS(=O)(=O)N1CCC2(CCCN(C(=O)Nc3cccc(C#N)c3)C2)CC1
-4% | CC(C)c1nc(C#N)c(N2CCOCC2)o1

Quoted from the listing.
Entry of CC(C)c1nc(C#N)c(N2CCOCC2)o1 in ERK EGF inh: -4%
Entry of CSc1ccc(/C=N/NC(=O)c2ccccc2Cl)cc1 in ERK EGF inh: -3%

The list goes on:
ERK EGF inh | SMILES
3% | O=C(N/C(=C\c1cccc([N+](=O)[O-])c1)C(=O)N1CCOCC1)c1ccc([N+](=O)[O-])cc1
7% | CC(C)C(=O)NC(c1cccc([N+](=O)[O-])c1)c1c(O)ccc2ccccc12 (stereo unspecified)
0% | COC(=O)[C@@H]1C[C@]2(OC(=O)c3ccccc3)C=CC(=O)C[C@@H]2N1C(=O)OCc1ccccc1
6%[57.5 µM] | Cc1ccc(C)c(N(Cc2cc3ccc(C)cc3[nH]c2=O)C(=O)c2ccco2)c1
5% | Cc1cc(NC(=O)c2cc(-c3ccco3)on2)n(-c2ccccc2)n1
-3% | CCCCn1c(N)c(-c2nc3ccccc3o2)c2c([N+](=O)[O-])nn(C)c(=O)c21
2%[57.5 µM] | Clc1ccc(C2=Nn3c(Cn4nnc5ccccc54)nnc3SC2)cc1
-9% | COCCNc1c2c(c(C#N)c3nc4ccccc4n13)CCCC2
6% | COc1cccc(-c2nnc(Nc3nc4c(F)cccc4s3)o2)c1
32% | COc1ccc(CNC(=O)C(c2ccco2)N(C(=O)Cc2cccs2)c2cccnc2)cc1 (stereo unspecified)
4% | CCS(=O)(=O)c1nc(S(=O)(=O)c2ccc(Cl)cc2)c(NCc2ccco2)s1
3% | CCOc1ccccc1N(C)C(=O)c1nn(-c2ccc(OC)cc2OC)c(=O)c2ccccc12
-4% | Cc1ccc(N=Nc2c(N)nn3c(C)cc(C)nc23)cc1
-2%[57.5 µM] | O=C(Nc1ccc(OC(F)(F)F)cc1)Oc1ccccc1N1CCCCC1
-3%[57.5 µM] | O=C(CCN1C(=O)c2ccccc2C1=O)NCCC1=CCCCC1
8% | N#Cc1nc(Cc2ccccc2)oc1NCc1ccccc1
-3%[57.5 µM] | Cc1csc(NC(=O)c2ccc(S(=O)(=O)N3CCCC3)cc2)n1
2%[57.5 µM] | COc1cc(NC(C)=O)c2ncccc2c1NC(C)=O
4%[57.5 µM] | COc1ccc(Br)c(-c2nc(CS(=O)(=O)c3ccc(F)cc3)no2)c1
-18%[57.5 µM] | CN1CCN(C(=O)/C(C#N)=C/c2ccc(OC(F)F)cc2)CC1
-5% | Cc1ccc2cc(C=O)c(N(C)C)nc2c1
3% | NS(=O)(=O)c1ccc(NC(=O)CN2CCCC2)cc1
-11% | CC(C)C(=O)OCc1cn(-c2ccc(Cl)c(Cl)c2)nn1
-6%[57.5 µM] | COc1cc(C(CC(=O)N2CCCC2)c2c(OC)cc(OC)c3ccc(=O)oc23)cc(OC)c1OC (stereo unspecified)
14% | CCOc1ccc2cc(C3CC(c4ccco4)=NN3S(=O)(=O)c3ccccc3)c(Cl)nc2c1 (stereo unspecified)
-5% | CN(C)C(=O)c1cc(C(=O)c2ccccc2C(F)(F)F)c[nH]1
-4%[57.5 µM] | O=C(NCc1ccc2c(c1)OCO2)c1ccc(Br)s1
7% | Cc1nn(-c2ccccc2)c(C)c1/C=N/NC(=O)CSc1nnc(-c2ccccc2)n1-c1ccc(Cl)cc1
2% | Cc1cc(C)c(OCC(=O)NCC2CCCO2)c(C)c1 (stereo unspecified)
-3% | COc1ccc(C2C(C(=O)N3CCN(c4ccccn4)CC3)CCC(=O)N2c2ccc(OC)cc2)cc1 (stereo unspecified)
25%[57.5 µM] | COc1ccc(C2c3ccc(O)cc3Oc3ncn4nc(-c5ccccn5)nc4c32)cc1 (stereo unspecified)
? | O=C(CCc1ccc(O)cc1)c1c(O)cc(O)cc1O
7% | O=C(/C=C/c1ccccc1)N/C(=C/c1ccccc1)C(=O)Nc1cccc(C(=O)O)c1
1% | O=C1CCN(c2ccc([N+](=O)[O-])cc2F)CC1
2% | CC(C)C(=O)Nc1ccc([N+](=O)[O-])c(C(F)(F)F)c1
15%[57.5 µM] | CC(=O)Nc1ccc(Cc2nc3c([nH]2)c(=O)n(C)c(=O)n3C)cc1
-4% | CCC1CCC(C(=O)NC(C(=O)NCCCN2CCCCC2C)C(C)C)CC1 (stereo unspecified)
-4% | CC(=O)C1=C(c2ccccc2)OC(N)=C(C#N)C1c1ccc(O)cc1 (stereo unspecified)
0%[57.5 µM] | CCCCNC(=O)Cc1cc(=O)[nH]c(=O)[nH]1
? | Cc1cc(/C=N/Nc2ncnc(N)c2[N+](=O)[O-])c(C)n1-c1ccccc1

4 compounds from above, arranged by the number in ERK EGF inh, smallest number first:
ERK EGF inh | SMILES
-4% | CCC1CCC(C(=O)NC(C(=O)NCCCN2CCCCC2C)C(C)C)CC1 (stereo unspecified)
1% | O=C1CCN(c2ccc([N+](=O)[O-])cc2F)CC1
2% | CC(C)C(=O)Nc1ccc([N+](=O)[O-])c(C(F)(F)F)c1
7% | O=C(/C=C/c1ccccc1)N/C(=C/c1ccccc1)C(=O)Nc1cccc(C(=O)O)c1

(continued)
ERK EGF inh | SMILES
-15% | Cc1cc(C(=O)NNC(=S)NCC(C)C)cs1
2%[57.5 µM] | O=C(O)c1ccc(COc2ccc3c(c2)CCC3)cc1
-2% | C=CCNC(=O)COC(=O)c1nc2nccc(C)n2n1
0% | S=C(NC1CCCC1)N1CCN(C/C=C/c2ccccc2)CC1
1% | NC(=O)c1cc(C(=O)c2ccc(Cl)cc2)c[nH]1
4% | Cc1ccc(-c2c[n+](Cc3ccc(Cl)c(Cl)c3)c3n2CCC3)cc1
-24%[57.5 µM] | CC(CC(=O)Nc1ccc(S(=O)(=O)N2CCOCC2)cc1)c1ccccc1 (stereo unspecified)
-4% | CCOC(=O)C(C)Sc1nnc(NC(=O)c2ccc(C)c([N+](=O)[O-])c2)s1 (stereo unspecified)
5% | O=C(NCCN1CCOCC1)c1cccc(Cl)c1
-3% | O=c1cnc2cnc(OCc3ccccc3)nc2n1Cc1ccc(F)cc1

4 neighbouring entries already listed, for reference:
ERK EGF inh | SMILES
-24%[57.5 µM] | CC(CC(=O)Nc1ccc(S(=O)(=O)N2CCOCC2)cc1)c1ccccc1 (stereo unspecified)
-4% | CCOC(=O)C(C)Sc1nnc(NC(=O)c2ccc(C)c([N+](=O)[O-])c2)s1 (stereo unspecified)
5% | O=C(NCCN1CCOCC1)c1cccc(Cl)c1
-3% | O=c1cnc2cnc(OCc3ccccc3)nc2n1Cc1ccc(F)cc1

Further entries
ERK EGF inh | SMILES
22% | Cc1cc(CN2CCCC(CO)(Cc3cccc(Cl)c3)C2)n[nH]1 (stereo unspecified)
5% | CC(C)OC(=O)c1ccc(NC(=O)CSc2nc3ncccc3[nH]2)cc1
-3% | O=C1c2oc3ccccc3c(=O)c2C(c2ccc(O)cc2)N1c1nccs1 (stereo unspecified)
14% | COc1ccccc1NC(=O)c1ccc(SCC(=O)NCc2ccccc2Cl)c([N+](=O)[O-])c1
-5%[57.5 µM] | COc1ccc(C)cc1-n1cnnn1
? | COc1ccc(Cl)cc1NC(=S)N(Cc1cccnc1)Cc1ccco1
